KAT2A inh = blocks human GCN5L2 histone acetyltransferase. 0.21% of 390,000 active. Potency, µM (highest dose often 58.9 µM), for the others: at the highest dose activity change, negative = inhibition, most hits filed as inhibitors. GCN5L2 HAT assay, ThioGlo1 CoA-SH fluorescence. AID 504327
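Free CoA generated was detected with ThioGlo1 (50uM) fluorescence at Ex340nm/Em540nm, read immediately and after 20 min at room temperature. Enzyme, 20 nM in HEPES pH 7.5 buffer, saw compounds 15 min before adding 75uM H3(1-25) peptide and 70uM acetyl-CoA.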
FEN1 inh = human FEN1 inhibition; P39748; Recombinant FEN1 flap cleavage, fluorescence, 15 min; Potency, µM (titrated, usually from 114 µM), for inactives: at the top dose activity change, negative = inhibition, actives largely listed as inhibitors; 0.35% of 390,000 active; also: nearly all actives have a fitted effect of over 65% in size
Target sequence (P39748 whole entry, looked up): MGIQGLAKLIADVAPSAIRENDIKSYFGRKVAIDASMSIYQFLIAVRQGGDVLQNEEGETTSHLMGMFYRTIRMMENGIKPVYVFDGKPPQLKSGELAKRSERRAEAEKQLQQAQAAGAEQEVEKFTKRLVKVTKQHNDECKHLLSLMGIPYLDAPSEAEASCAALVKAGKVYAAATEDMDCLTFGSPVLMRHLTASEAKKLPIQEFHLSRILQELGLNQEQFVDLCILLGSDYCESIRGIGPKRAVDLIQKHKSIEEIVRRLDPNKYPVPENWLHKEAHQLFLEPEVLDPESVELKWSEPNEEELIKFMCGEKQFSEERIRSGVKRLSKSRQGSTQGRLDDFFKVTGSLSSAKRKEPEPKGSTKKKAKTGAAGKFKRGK
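FEN1 at 10 nM preincubated with compounds 15 min at room temperature, then flap DNA substrate added at 50 nM final. Signal read at 0 and 15 min; concentration-response fitted with four-parameter Hill equation.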
N370S GC mod = inhibitors or activators of N370S glucocerebrosidase for Gaucher disease | P04062 | N370S GC spleen homogenate, 4MU-glucoside fluorescence | Potency, µM (titrated, usually from 59.4 µM), inactives show at the top dose activity change, negative = inhibition, most hits filed as inhibitors | 0.092% of 330,000 active | AID 2101;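 also: 0% = full enzyme activity and -100% = no enzyme basal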
Starred values were filed as active, the others as inactive; ? = inconclusive; / = no result given; & = joins results of further samples; [ ] = remark or other dose. Calls follow the shape of the dose curve; as a rule, active = well fitted curve in the direction sought with a large enough effect; inconclusive = small, poorly fitted or top-dose-only effect, or another doubt; inactive = no such curve, though single readings can be large; an effect the other way counts as inactive or inconclusive. Unless noted, % is scaled to controls: 0 for no effect and ±100 for the full control effect; potency is read from the fitted curve at half-maximal effect.

KAT2A inh	FEN1 inh	N370S GC mod	structure
-7%	-8%	-6%	Cc1cc(C(=O)Nc2ccc(F)cc2C)n(-c2ccccc2)n1
-3%	22%	-1%	CC12C(=O)N(c3ccccn3)C(=O)C1C1C=CC2C1 (stereo not drawn)
0%	4%	?	CS(=O)(=O)N(CC(=O)N1CCC(C(N)=O)CC1)Cc1ccc(Cl)c(Cl)c1
0%	-9%	-13%	N#C/C(=C/Nc1ccccc1F)S(=O)(=O)c1ccc(Cl)cc1
-12%	/	-2%	COCC(=O)N1CCC2(CCCN(Cc3ccc(C#N)cc3)C2)CC1
-12%	3%	1%	COc1ccc(/C=C/C(=O)OCCCN(C)C)cc1
-2%	1%	-7%	CC(C)CNc1nc(N)c([N+](=O)[O-])c(NCc2ccccc2)n1
0%&-13%	-14%&-4%	-6%	CCC1CN(C(=O)NCc2ccc(F)cc2)c2ccccc2O1 (stereo not drawn)
0%	4%	6%	CCC(C)NC(=O)Cn1c(=O)n(CCCCC(=O)NCc2ccco2)c(=O)c2ccccc21 (stereo not drawn)
3%	-18%	4%	O=S(=O)(NC1CC2CCC1C2)c1ccc(Cl)cc1 (stereo not drawn)
-7%	11%	5%	CCOC(=O)c1sc(NC(=O)/C=C/c2cnn(CC)c2C)c(C(=O)OCC)c1C
41%[activator]	9%	4%	C=CCNc1nc(SCC=C)nc2ccsc12
1%	-6%	1%	Cc1oc(-c2cccc(Cl)c2)nc1CN1CCC(C(=O)NCCCN2CCCC2=O)CC1
-6%	-1%	4%	COc1ccc(CCNC(=S)NNC(=O)c2c(Br)c(C)nn2C)cc1OC
-1%	16%	0%	COC(=O)C1=C(CS(=O)(=O)c2ccccc2)NC(=O)NC1c1ccc(OC)c(OC)c1 (stereo not drawn)
-3%	2%	4%	CCCCNC(=O)C1CC(=O)N(CCc2ccccc2)C1 (stereo not drawn)
-5%	-19%	8%	CCCCNC(=O)Nc1cc(C(F)(F)F)c[nH]c1=O
-5%	17%	-17%	CCN1CCN(CCCNC(=O)CCCn2nc(C)c3sc4ccccc4c3c2=O)CC1
-2%	-6%	/	COc1ccc(NC(=O)Cn2c(SCc3ccc(F)cc3)nc3cccnc32)cc1OC
-7%	-2%	-4%	N#Cc1ccccc1NC(=O)COC(=O)c1ccc2c(c1)OCCO2

An excerpt of these results, with values under each structure.
Fields: KAT2A inh	FEN1 inh	N370S GC mod
CCOC(=O)c1sc(NC(=O)/C=C/c2cnn(CC)c2C)c(C(=O)OCC)c1C
    -7%	11%	5%
C=CCNc1nc(SCC=C)nc2ccsc12
    41%[activator]	9%	4%

Next part
KAT2A inh	FEN1 inh	N370S GC mod	structure
1%	-15%	5%	CCOC(=O)C1CN(S(=O)(=O)c2ccc(C)cc2)CCN1S(=O)(=O)c1ccc(C)cc1 (stereo not drawn)
0%	-4%	10%	COc1c(Cl)cc(-c2noc(C)c2C(=O)NC(C)C)cc1Cl
-5%	7%	-3%	Cn1[nH]c(-c2ccccc2)c(/C=N/O)c1=O
1%	1%	28%	N#CCc1nn(Cc2ccc(F)cc2)c(=O)c2ccccc12
-7%	9%	13%	N#CCCN(C(=O)Nc1ccc(Cl)cc1)c1ccccc1
-8%	1%	5%	CC(C)n1nccc1N(Cc1ccc(Cl)cc1)S(=O)(=O)c1ccccc1
15%	4%	4%	O=C(c1cnccn1)N1CCN(c2ccccc2F)CC1
-16%	4%	?	c1ccc2[nH]c(SCc3cscn3)nc2c1
49%[activator]	0%	-4%	CCOc1cccc(N(C(=O)C2COc3ccccc3O2)C(C(=O)NC2CCCCC2)c2ccc(O)cc2)c1 (stereo not drawn)
-1%	7%	1%	O=C(Nc1ccc(-c2noc(-c3ccccc3F)n2)cc1)c1cccs1
-6%	-6%	-4%	Cc1ccccc1OCCC(=O)Nc1ccc(N2CCOCC2)cc1N1CCOCC1
-7%	5%	/	CCN1C(=O)[C@@H]2[C@@H](c3ccc(-c4ccccc4)cc3)N3CCC[C@@]3(C(=O)OC)[C@@H]2C1=O
1%	-1%	/	CC(NC(=O)C1CCN(C(=O)c2ccc(F)cc2)CC1)c1ccc(-n2ccnc2)cc1 (stereo not drawn)
-2%	1%	-5%	Cc1ccc(-c2cc(C(=O)NN)n[nH]2)o1
-7%	3%	5%	CN1C(=O)N(c2ccccc2)C(Nc2nncs2)C1(C)C (stereo not drawn)
1%	-6%	-2%	O=C(O)COc1ccc(Cl)cc1CO
-6%	?	?	C=CCn1c(SCc2cc(=O)n3ccsc3n2)nc2cc(Cl)ccc2c1=O
-24%	-3%	3%	Cn1nc(C(F)(F)F)c(-c2cccc(C(F)(F)F)c2)c1NC(=O)Nc1ccc(F)cc1
-3%	11%	/	C=CCn1c(C)cc(C(=O)COC(=O)c2n[nH]c(=O)c3ccccc23)c1C
28%	-6%	-3%	C/C(=N\NC(=O)COc1ccc(C(C)(C)C)cc1)c1ccc(-n2ccnc2)cc1
-25%	-9%	-5%	Cc1ccc(S(=O)(=O)NCc2csc(C)n2)cc1
-10%	-1%	-1%	COc1ccc(-c2nc(NC(=O)c3c(C)noc3C)sc2C)cc1
-3%	-13%	-3%	COc1cc(CCC(=O)Nc2nccs2)cc(OC)c1OC
3%	-7%	/	Cc1oc2ccc(O)c(CN3CCN(Cc4ccccc4)CC3)c2c1C(=O)Nc1ccccc1
-4%	-21%	?	COc1ccc(-c2nn(-c3ccccc3C)cc2CNCCc2cnc[nH]2)cc1F
1%	-7%	6%	Cn1cc(CNC(=O)Nc2ccc3c(c2)OCO3)cn1
2%	-4%	-2%	O=C1c2ccccc2C(=O)N1OCCOCCOCCBr
-7%	-24%	-5%	O=C(Nc1cccc(S(=O)(=O)N2CCCCC2)c1)Nc1ccc(Cl)cc1Cl
-9%	/	-2%	CC(C)C[C@H](NC(=O)[C@H](CC(C)C)NC(=O)[C@H](Cc1ccc(O)cc1)NC(=O)CNC(=O)[C@H](C)NC(=O)[C@H](CO)NC(=O)[C@H](CC(N)=O)NC(=O)[C@H](CC(C)C)NC(=O)[C@@H](NC(=O)[C@H](Cc1c[nH]c2ccccc12)NC(=O)CN)[C@@H](C)O)C(=O)NCC(=O)N1CCC[C@H]1C(=O)N1CCC[C@H]1C(=O)N1CCC[C@H]1C(=O)NCC(=O)N[C@@H](Cc1ccccc1)C(=O)N[C@@H](CO)C(=O)N1CCC[C@H]1C(=O)N[C@@H](Cc1ccccc1)C(=O)N[C@@H](CCCNC(=N)N)C(N)=O
3%	-2%	-1%	O=C(NCC(c1ccco1)N1CCN(c2ccccc2)CC1)c1ccco1 (stereo not drawn)
-8%	22%	17%	C=CCSC1=N/C(=C/c2ccsc2)C(=O)N1c1ccccc1
-30%	2%	/	O=C(Nc1c(C(=O)N2CCN(c3ccccc3F)CC2)oc2ccccc12)c1ccccc1F
-13%	-12%	?	CN(C)c1ccc(C(=O)C(=O)c2ccccc2)cc1
-14%	-19%	-4%	Cc1[nH]n(-c2ccccc2)c(=O)c1N=Nc1ccccc1C(=O)N1CCCCC1
-10%	6%	3%	O=C(CSc1nnc(-c2ccncc2)n1-c1ccccc1)N1CCN(c2ccc(Cl)cc2)CC1
-24%	13%	26%	O=C(c1ccc2c(c1)N(Cc1ccccc1)CCS2)N1CCOCC1
-3%	-23%	1%	COc1ccc(-c2cc(C(=O)N3CCN(C(c4ccccc4)c4ccccc4)CC3)no2)cc1
?	-16%	/	O=C(NCCCN1CCN(c2cccc(Cl)c2)CC1)c1ccc2nc(Cc3ccccc3)oc2c1
-1%	-6%	4%	O=C(c1ccc2c3c(cccc13)CC2)C1CCCN(C(=O)c2ccc[n+]([O-])c2)C1 (stereo not drawn)
-2%	?	-1%	CCS(=O)(=O)Nc1cccc(-c2ccc3nnc(-c4cccnc4)n3n2)c1
-1%	4%	-1%	O=C1CCCN2N=C(SCC(=O)Nc3ccc([N+](=O)[O-])cc3)SC2=N1
-8%	-19%	-24%	CCS(=O)(=O)Nc1ccc(C2=NN(C(=O)c3ccccc3)C(c3cccs3)C2)cc1 (stereo not drawn)
-13%	-18%	20%	Cc1noc(C)c1COC(=O)c1ccccc1Oc1ccccc1
-27%	-21%	-3%	Cc1cc(C)cc(NC(=O)Cn2c(=O)oc3cc(S(=O)(=O)N4CC(C)CC(C)C4)ccc32)c1 (stereo not drawn)
-1%	-18%	6%	CS(=O)(=O)N(CC(=O)NCCSCc1ccccc1)c1ccccc1
-19%	/	6%	CCCCCCCNS(=O)(=O)c1cccc2c(Cl)cccc12
-3%	-14%	0%[12.8 µM]	O=C(O)C(Cc1ccccc1)N1Cc2ccccc2C1=O (stereo not drawn)
-3%	-1%	/	COc1ccc(C(C)(C)C)cc1NC(=O)CCn1[nH]c(=O)ccc1=O
2%	-18%	/	CC1CCN(C(=O)Cn2cc(SCC(=O)NCc3ccccc3)c3ccccc32)CC1
-6%	16%	/	O=C(Cn1nnc(-c2ccc(Cl)cc2)n1)N1CCN(C(=O)c2ccco2)CC1
52%[activator]	9%	8%	Cc1cc(C)cc(NC(=O)C(NCC2CCCO2)c2ccccc2)c1 (stereo not drawn)
-1%	-6%	/	COc1cc(/C=C/C(=O)OCC(=O)N2CCCC2)cc(OC)c1OC
?	18%	5%	Cc1nn(C)c(C)c1CN(Cc1nc(-c2ccc(F)cc2F)oc1C)C1CC1
-1%	0%	-1%	O=C(Nc1ccc2c(c1)C(=O)N(c1ccccc1)C2=O)c1cccs1
-3%	-1%	1%	COC(=O)c1ccccc1Sc1ncnc2onc(C)c12
-8%	11%	/	CCOC(=O)N(CC)OC(=O)Nc1ccc(Cl)cc1
-7%	-10%	-7%	CS(=O)(=O)N1CCN=C1SCc1ccc([N+](=O)[O-])cc1
-13%	9%	-6%	CCCCN(Cc1ccccc1)S(=O)(=O)c1ccc2c(c1)n(C)c(=O)c(=O)n2C
0%	-8%	/	COc1ccc(C(=O)NC(=O)CSc2nc3nc(C)cc(C)n3n2)cc1
-7%	13%	/	CCOc1ccccc1CNC(=O)CCn1c(=O)c2cccn2c2ccc(F)cc21

(further entries)
KAT2A inh	FEN1 inh	N370S GC mod	structure
-6%	2%	-14%	CCN(CC)S(=O)(=O)c1ccc(N/N=C(\C)c2cccnc2)nc1
-4%	7%	0%	COC(=O)Cc1csc(/N=C/c2c(O)n(-c3cccc(C(F)(F)F)c3)c(=O)c3ccccc23)n1
-6%	1%	-24%	N#CC1=C(N)Oc2n[nH]c(-c3cccs3)c2C1c1ccccc1C(=O)O (stereo not drawn)
-11%	3%	-5%	COc1ccc(C(C(=O)NCC2CCCO2)N(C(=O)c2snc(C(N)=O)c2N)c2ccccc2C)cc1OC (stereo not drawn)
-11%	-11%	3%	CCOC(=O)N1CCN(CC(=O)Nc2sc(CC)cc2C(=O)c2ccc(OC)cc2)CC1
-13%	15%	-1%	Cc1cccc(-n2ncc(C(=O)NC3CCCC3)c2C2CCN(C(=O)OC(C)(C)C)CC2)c1

18 entries from above, set out differently:
The line under a structure holds: KAT2A inh | FEN1 inh | N370S GC mod
- CC1CCN(C(=O)Cn2cc(SCC(=O)NCc3ccccc3)c3ccccc32)CC1
  2% | -18% | /
- O=C(Cn1nnc(-c2ccc(Cl)cc2)n1)N1CCN(C(=O)c2ccco2)CC1
  -6% | 16% | /
- Cc1cc(C)cc(NC(=O)C(NCC2CCCO2)c2ccccc2)c1 (stereo not drawn)
  52%[activator] | 9% | 8%
- COc1cc(/C=C/C(=O)OCC(=O)N2CCCC2)cc(OC)c1OC
  -1% | -6% | /
- Cc1nn(C)c(C)c1CN(Cc1nc(-c2ccc(F)cc2F)oc1C)C1CC1
  ? | 18% | 5%
- O=C(Nc1ccc2c(c1)C(=O)N(c1ccccc1)C2=O)c1cccs1
  -1% | 0% | -1%
- COC(=O)c1ccccc1Sc1ncnc2onc(C)c12
  -3% | -1% | 1%
- CCOC(=O)N(CC)OC(=O)Nc1ccc(Cl)cc1
  -8% | 11% | /
- CS(=O)(=O)N1CCN=C1SCc1ccc([N+](=O)[O-])cc1
  -7% | -10% | -7%
- CCCCN(Cc1ccccc1)S(=O)(=O)c1ccc2c(c1)n(C)c(=O)c(=O)n2C
  -13% | 9% | -6%
- COc1ccc(C(=O)NC(=O)CSc2nc3nc(C)cc(C)n3n2)cc1
  0% | -8% | /
- CCOc1ccccc1CNC(=O)CCn1c(=O)c2cccn2c2ccc(F)cc21
  -7% | 13% | /
- CCN(CC)S(=O)(=O)c1ccc(N/N=C(\C)c2cccnc2)nc1
  -6% | 2% | -14%
- COC(=O)Cc1csc(/N=C/c2c(O)n(-c3cccc(C(F)(F)F)c3)c(=O)c3ccccc23)n1
  -4% | 7% | 0%
- N#CC1=C(N)Oc2n[nH]c(-c3cccs3)c2C1c1ccccc1C(=O)O (stereo not drawn)
  -6% | 1% | -24%
- COc1ccc(C(C(=O)NCC2CCCO2)N(C(=O)c2snc(C(N)=O)c2N)c2ccccc2C)cc1OC (stereo not drawn)
  -11% | 3% | -5%
- CCOC(=O)N1CCN(CC(=O)Nc2sc(CC)cc2C(=O)c2ccc(OC)cc2)CC1
  -11% | -11% | 3%
- Cc1cccc(-n2ncc(C(=O)NC3CCCC3)c2C2CCN(C(=O)OC(C)(C)C)CC2)c1
  -13% | 15% | -1%
